Screening results as filed in PubChem BioAssay.
HGIII-sPLA2 inh = Blocks human group III sPLA2 activity | QFRET BODIPY PC-A2 liposome hydrolysis, fluorescence | inhibition, % at 12.2 µM | 370,000 compounds, 0.56% hits | AID 743126;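 active = inhibition above mean plus 3 SD of compounds lying within the high and low control bounds, cut at about 19% in these data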;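 note: 0% = median of test compound wells and 100% = no enzyme DMSO wells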
GC-A act = GC-A (human) enzyme activation; HEK293 GC-A cells, cGMP TR-FRET, EC30 ANP; 0% at EC30 ANP, 100% saturating ANP; activation, % at 10 µM; 370,000 compounds, 0.14% hits; P16066; AID 1671463; in the data active = activation above about 40%
hgDAF-12 ag = hgDAF-12 agonism, primary luciferase screen; activation, % at 6.8 µM; AID 687014; 370,000 compounds, 1.8% hits; HEK293 GAL4-hgDAF12 UAS-luciferase reporter, agonist luminescence; normalized to butyrate control;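 active = activation above a cutoff set at the mean of all screened compounds plus 3 SD, cut at about 10% in these data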;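 note: 0% = DMSO wells and 100% = sodium butyrate wells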
SMARCA2 activ = increases SMARCA2 function in MMTV reporter cells. MG213 cells, MMTV-luciferase reporter, dexamethasone, overnight. activation, % at 9.1 µM. 370,000 compounds, 1% hits; in the data active = activation above about 7.8%;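 note: 0% = vehicle wells and 100% = reference activator wells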
hcDAF-12 act = activates DAF-12 receptor from parasite H. contortus. AID 652067. HEK293 hcDAF-12 lit1-tk-luc reporter, luminescence; 0% DMSO, 100% Δ7-dafachronic acid. 370,000 compounds, 1.4% hits. activation, % at 6.8 µM;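 active = activation above the mean of all tested compounds plus 3 SD, cut at about 5.5% in these data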;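 note: 100% = response to 3 µM Δ7-dafachronic acid high control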
ADAM10 inh = ADAM10 inhibition, QFRET primary screen. 370,000 compounds, 0.62% hits. inhibition, % at 7 µM. recombinant ADAM10, EDANS/DABCYL FRET peptide cleavage, 3 h;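 active = inhibition above a per-campaign cutoff equal to the mean of compounds falling between control-based bounds plus 3 SD, cut at about 20% in these data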;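 note: 0% = DMSO wells while the 100% control is not disclosed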
Target sequence (O14672 214-748 limits assumed): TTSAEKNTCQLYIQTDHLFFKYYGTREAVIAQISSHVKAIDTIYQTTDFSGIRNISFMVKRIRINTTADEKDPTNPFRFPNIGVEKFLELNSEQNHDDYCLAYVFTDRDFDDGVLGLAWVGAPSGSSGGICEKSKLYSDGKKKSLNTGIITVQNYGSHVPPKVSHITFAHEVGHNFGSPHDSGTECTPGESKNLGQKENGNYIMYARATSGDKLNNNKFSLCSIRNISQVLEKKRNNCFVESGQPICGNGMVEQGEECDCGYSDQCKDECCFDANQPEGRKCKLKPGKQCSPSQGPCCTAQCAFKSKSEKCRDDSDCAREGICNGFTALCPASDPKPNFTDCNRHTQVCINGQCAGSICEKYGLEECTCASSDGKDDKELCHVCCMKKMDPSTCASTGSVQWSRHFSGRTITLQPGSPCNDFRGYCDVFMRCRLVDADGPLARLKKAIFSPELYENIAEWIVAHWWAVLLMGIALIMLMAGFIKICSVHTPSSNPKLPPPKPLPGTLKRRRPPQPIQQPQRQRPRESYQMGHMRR
FXN GAA850 act = activators of GAA850 frataxin (FXN) promoter; 360,000 compounds, 0.56% hits; AID 540364; activation, % at 6 µM; HEK293 lucGAA850 FXN promoter luciferase reporter, 24 h; percent of 10 µM SAHA response;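 active = activation above the average of all compounds screened plus 3 SD, cutoff fixed separately per campaign, cut at about 7.5% in these data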;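 note: 0% = DMSO wells and 100% = 10 µM SAHA wells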
ssDAF12 agonist = S. stercoralis DAF-12 activation, primary screen; HEK293 ssDAF-12/GRIP1 lit1-tk-luc reporter, luminescence; % of 3 µM dafachronic acid response; activation, % at 6.8 µM; 370,000 compounds, 1% hits; AID 652126;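 active = activation above the mean over all tested compounds plus 3 SD, cut at about 0.9% in these data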;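 note: 0% = DMSO-only wells and 100% = 3 µM delta7-dafachronic acid wells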
DAX1 inh-1 = inhibitors of human orphan nuclear receptor DAX1 (NR0B1); inhibition, % at 6.75 µM; HEK293 Gal4-DAX1 luciferase reporter, luminescence; P51843; AID 504766; 340,000 compounds, 0.99% hits;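 active = inhibition above the mean over all tested compounds plus 3 SD, cut at about 4.2% in these data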;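 note: 0% = DAX1-transfected cells with DMSO and 100% = empty-vector control cells with DMSO; inhibition shows as a rise in luminescence from relieved DAX1 repression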
Target sequence (P51843 207-470 limits assumed): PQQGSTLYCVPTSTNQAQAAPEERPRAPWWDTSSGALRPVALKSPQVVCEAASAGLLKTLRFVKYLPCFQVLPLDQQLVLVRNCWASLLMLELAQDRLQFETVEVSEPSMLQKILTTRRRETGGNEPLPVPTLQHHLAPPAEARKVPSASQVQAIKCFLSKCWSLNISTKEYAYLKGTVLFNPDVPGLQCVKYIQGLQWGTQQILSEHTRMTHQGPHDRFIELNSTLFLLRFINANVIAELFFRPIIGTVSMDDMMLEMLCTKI
DAX1 inh-2 = DAX1 (NR0B1) inhibition, primary screen. inhibition, % at 6.8 µM. AID 652010. 370,000 compounds, 1.1% hits. HEK293T StAR-luciferase reporter, SF-1/DAX-1 repression relief;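 active = inhibition above the mean over all tested compounds plus 3 SD, cut at about 3.6% in these data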;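 note: 0% = DAX-1 cells with DMSO and 100% = cells lacking DAX-1 with DMSO; higher inhibition means more luminescence from relief of DAX-1 repression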
GC-B act = GC-B (human) receptor activation; activation, % at 10 µM; P20594; HEK293-GC-B cells, CNP EC30, cGMP TR-FRET; 0% at EC30 CNP, 100% saturating CNP; 370,000 compounds, 0.11% hits; AID 1920062;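 active = activation at 10 µM reaching about 35% in either raw or pattern-adjusted values, limit read from the data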
* marks the source's active call; other numbers are inactive results; i = inactive; · = not tested or not shown.

#1 C[C@H]1COc2cc(Br)ccc2S(=O)(=O)N1Cc1cn(CC2CCCCC2)nn1
#2 O=C(CSc1nc(-c2ccccc2)cc(C(F)(F)F)n1)NCc1cccs1
#3 O=C(N/N=C/c1ccc(O)cc1)c1ccncc1
#4 CCCCC(=O)N1CCN(c2nc3ccc(Br)cc3s2)CC1
#5 CCN(CC)c1ccc(S(=O)(=O)N2CCOCC2)cc1NC(=O)CSc1ccccc1
#6 CCOc1ccc(NC(=O)Nc2cc(OCC(F)(F)F)cc(OCC(F)(F)F)c2)cc1
#7 Cc1cccc(CC(C)NC(=O)c2oc3c(F)cccc3c2C)n1 (stereo not given)
#8 COc1cc(/C=C/C(=O)OCC(=O)Nc2ccc(C)cc2[N+](=O)[O-])ccc1O

Assay by compound	1	2	3	4	5	6	7	8
HGIII-sPLA2 inh	0	3	-3	-3	-19	2	6	-1
GC-A act	-10	-1	1	8	-1	6	-5	-1
hgDAF-12 ag	2.9	2.1	-0.6	1.4	-0.3	-2.0	-0.9	-0.2
SMARCA2 activ	-3	-2	-2	-1	1	0	0	0
hcDAF-12 act	-1.4	-1.2	-1.4	-2.0	-1.3	-0.8	-2.8	-1.0
ADAM10 inh	1	8	0	2	11	5	0	12
FXN GAA850 act	·	·	-1.7	1.4	0.8	-4.5	3.1	-0.6
ssDAF12 agonist	-0.9	0.5	-1.5	-1.8	-1.1	-1.1	-1.6	-0.5
DAX1 inh-1	·	0.2	1.3	-0.3	-1.4	1.1	-0.8	-1.9
DAX1 inh-2	-0.1	0.1	0.0	-5.1	-2.2	0.2	-0.5	0.8
GC-B act	-4	2	-2	-2	0	2	-4	-10

Fetched by compound from above, 4 records:
#6 CCOc1ccc(NC(=O)Nc2cc(OCC(F)(F)F)cc(OCC(F)(F)F)c2)cc1
#2 O=C(CSc1nc(-c2ccccc2)cc(C(F)(F)F)n1)NCc1cccs1
#1 C[C@H]1COc2cc(Br)ccc2S(=O)(=O)N1Cc1cn(CC2CCCCC2)nn1
#8 COc1cc(/C=C/C(=O)OCC(=O)Nc2ccc(C)cc2[N+](=O)[O-])ccc1O

Assay by compound	6	2	1	8
HGIII-sPLA2 inh	2	3	0	-1
GC-A act	6	-1	-10	-1
hgDAF-12 ag	-2.0	2.1	2.9	-0.2
SMARCA2 activ	0	-2	-3	0
hcDAF-12 act	-0.8	-1.2	-1.4	-1.0
ADAM10 inh	5	8	1	12
FXN GAA850 act	-4.5	·	·	-0.6
ssDAF12 agonist	-1.1	0.5	-0.9	-0.5
DAX1 inh-1	1.1	0.2	·	-1.9
DAX1 inh-2	0.2	0.1	-0.1	0.8
GC-B act	2	2	-4	-10

Following part
#9 COc1ccc(NC(=O)c2cc(C3CCCCN3C(=O)c3ccc(Cl)cc3)on2)c(C)c1 (stereo not given)
#10 C=CCN1C(=O)/C(=C\c2ccco2)C(C(=O)OC)=C1C
#11 COc1ccc(C2CC(c3ccccc3Br)=NN2c2ccc(S(N)(=O)=O)cc2)cc1 (stereo not given)
#12 Cc1cccc(OCC(=O)NNC(=O)c2cccs2)c1
#13 CCC(=O)NCc1ccc(-c2nc3ncccc3o2)cc1
#14 COc1cccc(-c2ccc(NC(=O)C3CCCN(Cc4cc(C)[nH]n4)C3)cc2)c1 (stereo not given)
#15 COC(=O)c1ccc(C2C(C(=O)c3cc4ccccc4o3)=C(O)C(=O)N2CCN2CCOCC2)cc1 (stereo not given)
#16 Cn1cccc1C(=O)NNC(=O)COc1ccccc1F

Assay by compound	9	10	11	12	13	14	15	16
HGIII-sPLA2 inh	-8	21*	-14	-1	7	-13	-3	10
GC-A act	-4	0	4	1	-3	-6	2	7
hgDAF-12 ag	-1.5	2.2	-1.4	-4.0	1.2	3.3	-0.9	7.0
SMARCA2 activ	0	-1	-3	-1	2	0	1	1
hcDAF-12 act	-1.6	1.2	-2.2	-2.1	-0.3	7.0*	-0.4	2.0
ADAM10 inh	4	-6	i	5	-20	-2	8	-1
FXN GAA850 act	-1.0	1.2	-0.8	2.5	2.4	0.8	-1.2	6.3
ssDAF12 agonist	-1.7	-1.2	-1.0	-0.8	-0.5	-0.5	-1.0	-0.1
DAX1 inh-1	·	-0.5	-0.5	0.3	0.2	0.2	0.6	2.0
DAX1 inh-2	-1.0	-0.5	-1.4	0.2	0.8	-0.1	0.6	3.1
GC-B act	3	2	7	-1	2	-1	-1	0

3 of the entries above in order of the DAX1 inh-2 value, largest number first.
| cpd | Structure | DAX1 inh-2 |
| --- | --- | --- |
| 13 | CCC(=O)NCc1ccc(-c2nc3ncccc3o2)cc1 | 0.8 |
| 14 | COc1cccc(-c2ccc(NC(=O)C3CCCN(Cc4cc(C)[nH]n4)C3)cc2)c1 (stereo not given) | -0.1 |
| 9 | COc1ccc(NC(=O)c2cc(C3CCCCN3C(=O)c3ccc(Cl)cc3)on2)c(C)c1 (stereo not given) | -1.0 |

Additional compounds follow.
#17 CCN(CC)CCN1C(=O)c2oc3ccccc3c(=O)c2C1c1ccc(F)cc1 (stereo not given)
#18 O=C(Cc1ccc(Cl)cc1)N/N=C/c1ccccc1
#19 FC(F)(F)c1cccc(Cc2noc(CN3CCCC3)n2)c1
#20 O=C1/C(=C\c2ccco2)CCC/C1=C\c1ccco1
#21 CCOc1ccc(N/C=C/C(=O)c2cc(OC)c(OC)c(OC)c2)cc1
#22 CCOC(=O)CC(NC(=O)c1cccc2c1C(=O)N(Cc1cccnc1)C2)c1ccc(OC(C)C)cc1 (stereo not given)
#23 COc1ccc(C)cc1N
#24 O=C(c1cccs1)N1CCN(Cc2nc3ccccc3c(=O)[nH]2)CC1

Assay by compound	17	18	19	20	21	22	23	24
HGIII-sPLA2 inh	-1	-1	-1	-6	-20	-3	4	-2
GC-A act	1	-3	-2	-3	4	1	-2	-2
hgDAF-12 ag	-1.1	0.7	0.6	2.4	-0.6	-1.8	0.3	-1.8
SMARCA2 activ	-1	1	2	16*	0	2	-6	-3
hcDAF-12 act	1.0	-0.6	-2.3	4.1	-1.6	-1.5	0.3	0.6
ADAM10 inh	-14	8	3	-1	-2	7	-5	-7
FXN GAA850 act	-0.3	1.3	0.6	13*	-4.7	-1.4	·	-0.5
ssDAF12 agonist	-0.8	-1.7	-0.8	0.0	-1.0	-0.6	-1.2	-1.2
DAX1 inh-1	1.3	-1.6	0.9	-0.5	1.4	-0.7	·	-1.0
DAX1 inh-2	0.3	0.2	-0.1	0.9	-0.5	0.7	1.4	-0.7
GC-B act	0	1	-3	0	-5	8	0	3

#25 CCCCCCCC(=O)O
#26 COc1ccccc1N(Cc1ccccc1)S(=O)(=O)c1cccc(C(=O)Nc2cccc(C)n2)c1
#27 O=C(Nc1ccccc1)c1ccc(Br)c(S(=O)(=O)Nc2cccnc2)c1
#28 CCOC(=O)COc1ccc2c(C#N)c3ccccn3c2c1
#29 CC1(C)Cc2cccc(OCC(=O)Nc3nccs3)c2O1
#30 O=C1c2ccccc2C(=O)N1CC(O)COCc1ccccc1 (stereo not given)
#31 C/C(=N\NC(=O)COc1ccc(C(C)(C)C)cc1)c1cc2ccccc2o1
#32 CN(CC(=O)Nc1ccc(Cl)cc1)C(=O)CNC(=O)c1ccc2c(c1)OCO2

Assay by compound	25	26	27	28	29	30	31	32
HGIII-sPLA2 inh	3	-10	-2	1	-8	7	-1	5
GC-A act	3	-3	1	-17	-1	0	-1	1
hgDAF-12 ag	-0.2	-3.8	1.7	-3.0	-1.0	-2.6	7.4	-1.1
SMARCA2 activ	1	-3	-4	-2	-2	-2	0	-1
hcDAF-12 act	0.4	-5.0	0.9	-0.9	-1.3	-0.5	2.6	-0.2
ADAM10 inh	-18	23*	-1	-203	-3	-2	3	-15
FXN GAA850 act	-3.7	-0.5	1.2	2.4	-2.9	0.5	9.5*	1.9
ssDAF12 agonist	-1.4	-1.9	-1.2	-0.5	-1.3	-1.8	-0.4	-0.6
DAX1 inh-1	4.7*	-2.0	-1.0	-1.8	-1.8	-0.3	-0.2	-0.6
DAX1 inh-2	0.1	-3.6	-0.3	-0.2	-0.8	0.0	1.2	-0.4
GC-B act	5	-2	2	-14	8	-1	1	-5

#33 C=CCn1c(CCNC(=O)c2ccco2)nc2ccccc21
#34 CCOc1ccc(-n2ccc(=O)c(C(=O)O)n2)cc1
#35 CC(C)c1nc(N2CCN(C(=O)c3ccccc3)CC2)c(C#N)c2c1COC(C)(C)C2
#36 NS(=O)(=O)c1ccc(NC(=S)Nc2ccn(Cc3cccc4ccccc34)n2)cc1
#37 COc1cccc(-c2ccc(C#N)c(SCC(=O)NCc3ccco3)n2)c1
#38 CCN(CC)CCC(=O)N1c2ccccc2CCc2ccc(NC(=O)OC)cc21
#39 CCOc1ccccc1Nc1nnc(SCC(=O)Nc2cccc(S(=O)(=O)NC3=NCCCCC3)c2)s1
#40 Cc1ccc(C(=O)O)cc1NC(=O)CSc1ncnc2sc3c(c12)CCC3

Assay by compound	33	34	35	36	37	38	39	40
HGIII-sPLA2 inh	0	4	-6	4	-2	2	-13	-1
GC-A act	-4	-4	5	-3	-5	-2	-2	-3
hgDAF-12 ag	-0.6	1.3	-1.9	-6.9	1.4	0.0	-1.2	-3.4
SMARCA2 activ	-3	-2	1	-5	-2	-1	-5	-1
hcDAF-12 act	2.3	-0.7	-1.1	-3.7	-1.4	0.3	-1.0	-2.5
ADAM10 inh	3	-10	-64	19	-54	3	-5	8
FXN GAA850 act	-1.3	1.7	0.0	0.2	0.8	-1.1	-1.9	1.6
ssDAF12 agonist	-0.7	-1.0	-1.6	-2.3	0.1	-0.7	-1.8	-0.9
DAX1 inh-1	-0.2	-0.9	-0.8	-1.2	-1.9	-0.7	-3.0	2.3
DAX1 inh-2	-0.3	-0.1	0.0	-1.8	-0.3	-0.1	0.3	0.3
GC-B act	-2	0	2	-1	-3	0	-5	-2
